# Pf growth 96h = P. falciparum growth inhibition at 96 hours; P. falciparum luciferase reporter growth, 96 h; 320,000 tested, 6.9% active; AID 504834; Potency, µM (top dose mostly 28.7 µM), inactives show at the top dose activity change, negative = inhibition, most hits filed as inhibitors; note: potency is the fitted concentration of half-maximal effect; % is set by controls: 0 for no effect and ±100 for the full control effect
#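 96 h incubation, 37 C, 5% CO2, of luciferase-reporter P. falciparum-infected RBCs (2% hematocrit, 0.05% parasitemia final) with test compounds; endpoint luminescence.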
# HCV inh = inhibitors of hepatitis C virus infection; Huh7.5.1 HCVcc-Cre infection, luciferase reporter, 44 h; Potency, µM (titrated, usually from 41.8 µM), inactives show top-dose activity change, negative = inhibition, most hits filed as inhibitors; 340,000 tested, 3.4% active; note: potency is the fitted concentration of half-maximal effect; % is set by controls: 0 for no effect and ±100 for the full control effect
#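 Luciferase read-out (15 sec integration) after a 15 min room-temperature substrate step quantifies HCVcc-Cre infection. Cells, 1,000 per well, had compound added 4 h post-plating, then virus at ~0.5 moi, and were cultured 44 h.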
# LmPK inh = blocks Leishmania mexicana pyruvate kinase activity | Potency, µM (highest dose often 57.5 µM), without a hit: top-dose activity change, negative = inhibition, usual class: inhibitors | purified LmPK, Kinase-Glo ATP luminescence, 1 h | 290,000 tested, 0.37% active | Q27686; note: potency is the fitted concentration of half-maximal effect; % is set by controls: 0 for no effect and ±100 for the full control effect
# Target sequence (Q27686 whole entry, looked up): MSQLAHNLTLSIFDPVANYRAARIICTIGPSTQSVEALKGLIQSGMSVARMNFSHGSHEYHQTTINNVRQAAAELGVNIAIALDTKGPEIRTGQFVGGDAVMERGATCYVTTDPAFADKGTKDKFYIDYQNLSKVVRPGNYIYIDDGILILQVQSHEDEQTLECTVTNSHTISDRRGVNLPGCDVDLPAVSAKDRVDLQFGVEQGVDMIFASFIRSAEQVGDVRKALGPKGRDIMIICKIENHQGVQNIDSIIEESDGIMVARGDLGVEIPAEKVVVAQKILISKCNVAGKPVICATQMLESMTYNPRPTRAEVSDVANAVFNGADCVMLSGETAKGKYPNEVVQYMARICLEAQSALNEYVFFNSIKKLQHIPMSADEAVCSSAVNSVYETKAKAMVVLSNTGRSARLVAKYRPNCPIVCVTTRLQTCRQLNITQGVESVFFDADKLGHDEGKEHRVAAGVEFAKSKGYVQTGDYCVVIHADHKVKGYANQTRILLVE
#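 Kinase-Glo luminescence read after 1 h RT reaction of 0.1 nM LmPK with 0.5 mM PEP and 0.1 mM ADP. Activity scaled between uninhibited and enzyme-free controls.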
# CHX counter = counter-screen for Shiga toxin inhibitors: cycloheximide protein synthesis inhibition. 300,000 tested, 12% active. AID 2314. max response, %. cell reporter, cycloheximide protein synthesis inhibition counterscreen; in the data active = max response mostly above about 13%, no sharp cut-off; inactive = mostly below about 14%; note: read at 38.3 µM for the half of the compounds with a filed dose; 0% is about no effect
# Shiga toxin inh = blocks Shiga toxin action in Vero cells; 290,000 tested, 9.2% active; Vero cells, Shiga toxin protein synthesis inhibition reporter; AID 2315; inhibition, % at 38.7 µM; in the data active = inhibition mostly above about 28%, no sharp cut-off; inactive = mostly below about 43%; note: 0% is about no effect
# Tb PYK inh = T. brucei pyruvate kinase inhibition. 410,000 tested, 0.12% active. TbPYK enzyme, Kinase-Glo Plus ATP luminescence, 45 min. Potency, µM (series often up to 76.8 µM), for the others: at the highest dose activity, negative = inhibition, actives largely listed as inhibitors. Q57TT1; note: potency is the fitted concentration of half-maximal effect; % is set by controls: 0 for no effect and ±100 for the full control effect; nearly all actives have a fitted effect of over 50% in size
#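 Glycolytic pyruvate kinase of T. brucei was incubated with substrate, test compound and 130 uM ADP for 45 minutes at room temperature. Luminescent Kinase-Glo Plus signal was measured after 10 minutes.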
# Pf growth 48h = P. falciparum growth inhibition at 48 hours (one generation); P. falciparum luciferase growth in erythrocytes, 48 h; Potency, µM (titrated, usually from 28.7 µM), for the others: at the highest dose activity change, negative = inhibition, actives largely listed as inhibitors; 310,000 tested, 5.9% active; AID 504832; note: potency is the fitted concentration of half-maximal effect; % is set by controls: 0 for no effect and ±100 for the full control effect
#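 Parasite viability was followed by luminescence of a genomically integrated firefly luciferase. Cultures held 0.1% parasitemia at 2% hematocrit (final), incubated under 5% CO2 at 37 C.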
# An asterisk follows results filed as active; ? = inconclusive; / = no result given; & = joins results of further samples; [ ] = dose if it differs, or a comment. Unless noted, calls come from the whole dose curve; as a rule, active = well fitted curve in the direction sought with a large enough effect; inconclusive = small, poorly fitted or top-dose-only effect, or another doubt; inactive = no such curve, though single readings can be large; an effect the other way counts as inactive or inconclusive.
SMILES,Pf growth 96h,HCV inh,LmPK inh,CHX counter,Shiga toxin inh,Tb PYK inh,Pf growth 48h
CN(Cc1cccc(F)c1)C(=O)c1cc(S(=O)(=O)N2CCOCC2)ccc1N1CCCC1,?,19%,/,/,/,0%,?
Nn1c(SCc2cccc(Br)c2)nnc1-c1ccncc1,0%,3%,2%,-2,-3,5%,-6%
Cc1cc(C=O)c(C)n1-c1cc(C(F)(F)F)ccc1N1CCOCC1,?,21%,4%,-4,-8,6%,?
O=C(Nc1ccccc1O)c1ccc(C(=O)c2ccccc2)o1,?,?,3%,27*,35*,3%,8.3µM*
Cc1cc(NCCCO)n2nc(-c3cccs3)cc2n1,-3%,?,1%,5,-4,2%,-8%
Cc1cc(C)n(-c2ccc(C(=O)Nc3sccc3C(N)=O)cc2)n1,233%[activator],-19%,2%,35*,47*,3%,/
COc1ccc(/C=C(/NC(=O)c2ccco2)C(=O)N2CCCC2=O)cc1,2%,21%,0%,-1,-6,2%,8%
COC(=O)c1ccccc1NC1=C/C(=N\S(=O)(=O)c2ccc(C(=O)O)cc2)c2ccccc2C1=O,13%,10µM*,-4%,3,17,-5%,1.5µM*
COc1ccc(NC(=O)c2ccc(F)c(F)c2)c2ccccc12,9%,-5%,5%,-5,32,1%,-3%
CCOc1cccc2sc(NC(=O)c3ccc(Br)s3)nc12,7.4µM*,?,9%,-2,-3,1%,/
COC(=O)c1ccc(CSc2nnc(NC(C)C)s2)cc1,-3%,16%,-1%,-2,10,-3%,-6%
CCN1CCN(CCCNC(=O)C2CCN(c3nnc(-n4cccc4)s3)CC2)CC1,38%[activator],-4%,1%,16,-8,-1%,16%
CSC(=NC#N)N1CCN(c2cccc(Cl)c2)CC1,-15%,9%,6%,1,37,-5%,?
CSC(=NC(C)c1ccccc1)NS(=O)(=O)c1cccs1 (configuration not stated),?,13%,-1%,-2,-15,-7%,-18%
COc1ccc(NC(=O)CCc2c(C)nc3nc(CNC(=O)c4cccc(F)c4)nn3c2C)cc1OC,17%,-21%,-5%,-4,-10,2%,13%
Cc1ccc(C(=O)O)cc1NC(=O)Nc1ccc2c(c1)OCO2,7%,6%,-5%,20*,73*,-8%,100%[activator]
CC(=O)Nc1ccc(S(=O)(=O)N2CCC(Oc3ccc(-n4cnnn4)cc3)CC2)cc1,68%[activator],-6%,4%,-14,-5,10%&7%,?
COCC(=O)Nc1ccc(Nc2ccccc2)cc1,1%,-8%,0%,12,61*,-10%,-13%
COc1ccc(/C=N\NC(=O)c2c(C)nc3ccc(Br)cn23)cc1,11%,3%,3%,-2,1,-5%,24%
Cc1nnc(SC(C)C(=O)NCC2CCCO2)n1-c1ccccc1 (configuration not stated),-12%,9%,-1%,6,-8,1%,-17%
CCN(CC)CC(C)(C)NS(=O)(=O)c1ccc(Cl)cc1,74%[activator],12%,1%,-5,43,-8%,6%
C=C1CCN(c2ccc(C(=O)NCc3ccccc3)cc2[N+](=O)[O-])CC1,-15%,-14%,-2%,-1,-2,3%,4%
CN1C(=O)/C(=C/c2ccc(OC(=O)c3ccco3)cc2)SC1=S,13%,11%,3%,-1,2,-7%,19%
O=C(NC(Cc1ccccc1)C(=O)O)NC12CC3CC(CC(C3)C1)C2 (configuration not stated),?,13%,3%,0,-6,1%,-7%
COC(=O)c1ccc(=O)n(CC(=O)c2ccc(Cl)cc2)c1,41%[activator],9%,0%,6,28,1%,21%
COc1ccc(-n2c(Cc3cccn3C)nnc2SCC(=O)Nc2cc(C)cc(C)c2)cc1,?,-15%&-15%,4%,-2,-17,5%,?
COc1cc(/C=N/NC(=O)c2nc(C)cc(C)n2)ccc1O,/,-4%,-4%,17*,48,-11%,14%
O=C(CSc1nnc(Cc2ccccc2)n1C1CCCCC1)N1CCOCC1,?,7%,-1%,16*,-25,3%,32%[activator]
Cc1cc2cc(CN(Cc3ccc4c(c3)OCO4)Cc3nnnn3C3CCCC3)c(=O)[nH]c2cc1C,52%[activator],-14%,5%,-5,-12,4%,?
CCCc1c(C)nc2ccc(OC)cc2c1SCCC(=O)O,12µM*,5%,1%,-4,-11,-12%,10%
COc1ccc(NC(=O)CN2CCOCC2)cc1,/,9%,3%,11,-3,1%,13%
COc1cc(OC)cc(C(=O)NCCCNC(=O)c2ccccn2)c1,12µM*,4%,5%,2,-9,4%,0%
Cc1ccc(NC(=O)COC(=O)CN2C(=O)NC(C)(C)C2=O)cc1S(=O)(=O)N1CCOCC1,39%[activator],20%,1%,3,3,7%,10%
COc1ccc(C)cc1S(=O)(=O)N(C)CC(=O)NC1CCCCCC1,1%,-9%,0%,-2,21,-5%,-3%
COc1cc(NC(=O)c2cc(-c3ccc(C)cc3)on2)cc(OC)c1OC,-8%,-26%,7%,11*,/,12%,0%
O=C(CCNC(=O)c1ccco1)Nc1cccc(C(F)(F)F)c1,-3%,2%,1%,1,-1,0%,4%
CC(=O)OCC(OC(C)=O)C(OC(C)=O)C(OC(C)=O)C(=O)Nc1ccccc1C (configuration not stated),-7%,6%,-4%,1,-21,2%,10%
O=C(COc1ccc(Cl)cc1)N1CCN(c2ccc([N+](=O)[O-])c(N3CCCCC3)c2)CC1,10µM*,?,2%,-2,13,-2%,?
NC(=O)CCn1nc(-c2ccc(Cl)cc2)c2ccccc2c1=O,?,-5%,-4%,-4,-5,2%,3%
COc1ccc(N(C)S(=O)(=O)c2cccc3nsnc23)cc1,25%,0%,-9%,-5,-9,-5%,-16%
O=C(N/N=C/c1cccnc1)c1ccc2c(c1)OCO2,-19%,4%,-3%,38*,55*,-10%,-25%[0.00184 µM]
CCCCc1cc2c(c(NC(C)=O)n1)c(=O)oc1ccccc12,37%,-14%,0%,-3,19,/,11%
CC1(C)OC(C)(C)/C(=C/Nc2ccccc2)C1=O,-25%,-7%,4%,-4,-5,-1%,-10%
CCN(CC)c1ccc(C=Nc2ccc(N(C)C)cc2)c(O)c1,?,?,3%,54*,91*,-23%,?
Cc1cccc(-c2ncc(CN3CCC(CO)(CCCc4ccccc4)CC3)cn2)c1,9.3µM*,10µM*,4%,10,15,2%,?
CC(=O)c1ccc(N2CCN(C(=O)c3ccco3)CC2)c(F)c1,/,1%,0%,48*,59*,-26%,51%[activator]
COc1ccc(N(CC(=O)NCc2ccc3c(c2)OCO3)S(=O)(=O)c2ccccc2[N+](=O)[O-])c(OC)c1,?,?,-8%,14,-11,9%,?
COc1cc(NC(=O)CCCNC(=O)Cn2cnc3sc4c(c3c2=O)CCCC4)cc(OC)c1OC,30%,6%,-3%,-4,21,-3%,?
Nc1c(C(=O)O)sc2nc(-c3ccc(F)cc3)cc(-c3ccccc3)c12,?,-9%,-2%,-1,-8,4%,-7%
O=C(C1CCC1)N1CCC(O)(c2cccc(F)c2)CC1,-15%,12%,9%,-5,-3,1%,-19%
CSc1n[nH]c(NCc2cccs2)n1,/,19%,5%,-2,-4,2%,-2%
C=CCn1c(SCCC)nc2sc3c(c2c1=O)CCc1ccccc1-3,2%,?,0%,1,-15,4%,?
CCc1cc(-c2nc(N)ncc2-c2csc(C)n2)c(O)cc1OC,?,-4%,0%,-2,2,-4%,?
Nc1nnc(SCC(=O)NNC(=O)c2ccccc2)s1,0%,18%,/,/,/,-4%,23%
CC(OC(=O)Cn1cnc2c1c(=O)n(C)c(=O)n2C)C(=O)NC1(C#N)CCCCC1 (configuration not stated),31%[activator],0%,/,/,/,5%,2%
Cc1ccc(NC(=O)c2ccccc2NS(=O)(=O)c2ccc(Cl)s2)cc1,?,11µM*,8%,9,17,-10%,-8%
O=C(NCc1ccccc1)c1cc(=O)nc2sc(-c3ccccc3)nn12,?,-4%,-2%,-1,-26,1%,15%
O=C(CCCN1C(=O)C2CC=CCC2C1=O)Nc1ccccc1Cl (configuration not stated),3%,9%,1%,8,16,-8%,-2%
O=C(CCNS(=O)(=O)c1ccccc1F)NC1CCCCCC1,18%,1%,/,/,/,1%,-10%
COc1cc(CN(C)Cc2cc(=O)oc3cc(C)c(Cl)cc23)ccc1OC(F)F,?,10µM*,-9%,22,50*,1%,?

# Single records, from the list above. Order of values: Pf growth 96h, HCV inh, LmPK inh, CHX counter, Shiga toxin inh, Tb PYK inh, Pf growth 48h
# CC1(C)OC(C)(C)/C(=C/Nc2ccccc2)C1=O is entered as -25%, -7%, 4%, -4, -5, -1%, -10%
# CC(=O)c1ccc(N2CCN(C(=O)c3ccco3)CC2)c(F)c1 is entered as /, 1%, 0%, 48*, 59*, -26%, 51%[activator]
# COc1cc(NC(=O)CCCNC(=O)Cn2cnc3sc4c(c3c2=O)CCCC4)cc(OC)c1OC is entered as 30%, 6%, -3%, -4, 21, -3%, ?
# O=C(CCNS(=O)(=O)c1ccccc1F)NC1CCCCCC1 is entered as 18%, 1%, /, /, /, 1%, -10%
# O=C(CCCN1C(=O)C2CC=CCC2C1=O)Nc1ccccc1Cl (configuration not stated) is entered as 3%, 9%, 1%, 8, 16, -8%, -2%

# Next section
SMILES,Pf growth 96h,HCV inh,LmPK inh,CHX counter,Shiga toxin inh,Tb PYK inh,Pf growth 48h
Cc1ccc(C)c(OCC(=O)Nc2cccc(S(=O)(=O)NC3=NCCCCC3)c2)c1,?,-29%,-4%,3,11,-8%,?
COc1ccc(S(=O)(=O)N2CCC3(CC2)CC(=O)c2ccccc2O3)cc1,27%,22%,/,/,/,-2%,-1%
Cn1nnnc1SCC(=O)NNC(=O)c1ccc(Br)cc1,8%,9%,-3%,-2,-13,8%,-6%
Nc1ccccc1C(=O)NNC(=O)C(=O)/C=C(\O)c1ccccc1,167%[activator],-1%,1%,33*,53*,3%,166%[activator]
C[C@H](O)Cn1cnc2c1c(=O)n(C)c(=O)n2C,11%[12.8 µM],/,/,/,/,3%[33.2 µM],8%[12.8 µM]
O=c1c2ccccc2nc(/C=C/c2ccc(Br)cc2)n1CCCO,8%,?,4%,14,13,4%,?
COC(=O)C1C(=O)C2=C(CC1C)Nc1ccccc1NC2c1cccs1 (configuration not stated),?,18%,1%,-2,6,2%,22%
Cc1ccccc1CSc1nnc(C)c(=O)[nH]1,-14%,6%,-6%,-1,-4,1%,2%
Cc1ccnc(NC(=O)Nc2ccc3c(c2)OCO3)c1,23%,19%,-2%,27*,74*,-4%,/
CC(C)(C)NC(=O)COC(=O)c1ccc(NC(=O)CC#N)cc1,-3%,-9%,-2%,-5,-11,-4%,?
Cc1cc(N=NC(=O)c2ccccc2O)c2ccccc2c1O,?,?,-10%,40*,126*,-9%,55%[activator]
COCCNC(=O)c1ccccc1-c1nc(-c2ccccc2Cl)no1,/,-5%,3%,29,79*,7%,29%
CN(C(=O)C1CCOC1)c1nnc(-c2cccnc2)s1 (configuration not stated),?,13%,0%,12,22*,2%,60%[activator]
CC(=O)c1ccc(NC(=O)c2ccc3c(Cl)c4c(nc3c2)CCCC4)cc1,67%[activator],?,1%,0,-8,-16%,-18%
CCOc1ccc(/C=C2\SC(=S)N(NS(=O)(=O)c3ccc(C)cc3)C2=O)cc1OC,10%,6%,-1%,12,7,-4%,6%
CC(C)Oc1ccc(CN2CCC(n3nccc3NC(=O)c3cccnc3)CC2)cc1,-17%,?,-6%,3,-11,1%,?
CCn1ccc(C(=O)Nc2ccc(S(=O)(=O)Nc3ccccc3OC)cc2)n1,/,?,-5%,17,21,5%,/
